Rhodamine fluor: qHTS Assay for Spectroscopic Profiling in Rhodamine Spectral Region; Rhodamine-region fluorescence, 547/598 nm, Tris buffer; active compounds read high; 0.05% of 59,000 active; AID 594, 2007; max dye-equivalent concentration, M; in the data active means max dye-equivalent concentration above about 11 nM; inconclusive means between about 1.1 nM and that limit
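Intrinsic compound fluorescence, ex 547 / em 598 nm, CCD imager. Tris 100 mM pH 8.0; 15 min RT. Output = rhodamine dye-equivalent concentration at each compound concentration.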
TexasRed autofl: qHTS Assay for Spectroscopic Profiling in Texas Red Spectral Region; Compound fluorescence, Texas Red channel, 547/618 nm; active compounds read high; max dye-equivalent concentration, M; 0.06% of 59,000 active; AID 587, 2007; in the data active means max dye-equivalent concentration above about 10 nM; inconclusive means between about 1.1 nM and that limit
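qHTS profiling of intrinsic compound fluorescence; 100 mM Tris pH 8.0; 15 min RT; ex 547 / em 618 nm; response expressed as Texas Red dye-equivalent concentration from six-point plate standard.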
15-hLO inh: qHTS Assay for Inhibitors of 15-hLO (15-human lipoxygenase); Polyunsaturated fatty acid lipoxygenase ALOX15 (Homo sapiens), P16050; purified 15hLO-1, xylenol orange hydroperoxide absorbance; Potency, µM (series often up to 57.1 µM), without a hit: at the top dose activity change, negative = inhibition, most hits filed as inhibitors; 1.4% of 74,000 active; further: potency means the concentration at half of the fitted maximal effect; on the % scale 0 is the no-effect control and ±100 the full control effect; nearly all actives have a fitted effect of over 55% in size
Target sequence (P16050 whole entry, looked up): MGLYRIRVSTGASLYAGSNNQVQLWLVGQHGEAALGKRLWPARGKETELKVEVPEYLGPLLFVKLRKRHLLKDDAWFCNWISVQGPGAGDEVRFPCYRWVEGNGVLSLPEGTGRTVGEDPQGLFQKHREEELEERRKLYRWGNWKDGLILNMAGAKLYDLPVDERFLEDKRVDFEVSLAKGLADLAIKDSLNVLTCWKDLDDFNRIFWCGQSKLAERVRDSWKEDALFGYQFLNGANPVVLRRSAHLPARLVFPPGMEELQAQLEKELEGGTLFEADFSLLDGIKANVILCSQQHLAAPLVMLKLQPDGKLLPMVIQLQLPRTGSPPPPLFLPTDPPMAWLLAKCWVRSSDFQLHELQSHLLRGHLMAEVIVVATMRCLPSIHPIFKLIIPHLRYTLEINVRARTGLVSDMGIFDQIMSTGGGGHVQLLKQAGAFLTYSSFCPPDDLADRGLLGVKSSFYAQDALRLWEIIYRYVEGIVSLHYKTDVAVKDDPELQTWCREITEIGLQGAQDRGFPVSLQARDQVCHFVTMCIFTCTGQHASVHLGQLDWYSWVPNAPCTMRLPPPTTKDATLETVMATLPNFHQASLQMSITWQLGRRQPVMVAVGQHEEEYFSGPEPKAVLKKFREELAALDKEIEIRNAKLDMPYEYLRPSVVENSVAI
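Compounds were preincubated 15 min at room temperature with 40 nM purified human enzyme (25 mM Hepes pH 7.5, 0.01% Triton X-100); 50 uM arachidonic acid reacted 6 min. Fe-xylenol orange detection, 30 min, absorbance ratio 573/405 nm.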
Pol III holo inh: qHTS Assay for Inhibitors of DNA Polymerase III Holoenzyme System; reconstituted DNA polymerase III holoenzyme replication, biochemical; Potency, µM (series often up to 57.1 µM), for inactives: at the highest dose activity change, negative = inhibition; 0.25% of 71,000 active; AID 603, 2007; further: potency means the concentration at half of the fitted maximal effect; on the % scale 0 is the no-effect control and ±100 the full control effect
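Reconstituted *E. coli* holoenzyme (0.35 nM Pol III, 1 nM beta, 154 nM SSB, 2 nM primase) was preincubated with compound for 15 min at RT. Synthesis on 1.4 nM ssM13Gori ran 35 min, then was stopped with PicoGreen/EDTA and read as dsDNA fluorescence.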
4MU fluor: qHTS Assay for Spectroscopic Profiling in 4-MU Spectral Region; 11% of 59,000 active; max dye-equivalent concentration, M; compound autofluorescence, 340/450 nm, 4-MU equivalents; active compounds read high; AID 589, 2007; in the data active means max dye-equivalent concentration above about 10 nM; inconclusive means mostly about 1.1 nM to 9.6 nM
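Intrinsic fluorescence at 340/450 nm (ex/em) was read after 15 min at room temperature in pH 8.0, 100 mM Tris. Each compound concentration expressed as 4-MU-equivalent concentration from a six-point 4-MU standard series on each plate.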
Ub-GFP proteasome: Ubiquitin-GFP Assay; AID 526, 2006; Potency, µM (doses to about 45.9 µM), for inactives: at the highest dose activation (GFP accumulation), actives largely listed as activators; Ubiquitin-GFP reporter cells, proteasome inhibition, GFP fluorescence; response scale: untreated = 0%, 10 µM MG-132 = 100%; 67,000 tested, under 10 active; active means well fitted activation curve with a large enough effect, not every such curve was filed as active; inconclusive means small, poorly fitted or top-dose-only effect, or another doubt; inactive means no such curve, though single readings can be large or run the other way; further: potency means the concentration at half of the fitted maximal effect
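U2OS cells expressing ubiquitin(G76V)-GFP, seeded overnight in 0.5% FBS medium, then treated 4 hr at 37 C across 46 uM to 2.9 nM. GFP-positive cells counted by laser cytometry (488 ex/515 em); %activity scaled between basal and 10 uM MG-132.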
HBB splicing: qHTS Assay for Modulators of Hemoglobin Beta Chain Splicing; 0.06% of 65,000 active; HBB splicing reporter cell assay, activation; EGFP reporter with mutant IVS2-654 intron; response scale: normalised to 500 nM splice-correcting PNA; AID 925, 2007; Potency, µM (top dose mostly 46.1 µM), inactives show top-dose activation, most hits filed as activators; further: potency means the concentration at half of the fitted maximal effect; 0% is about no effect
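Compounds were applied for 2 days to HeLa EGFP-654 cells, 500/well in Optimem with 2% FCS. The reporter's EGFP is disrupted by mis-splicing of beta-globin intron IVS2-654. Readout: summed well GFP fluorescence from 488 nm laser scanning; reference was 500 nM antisense […] 654 PNA.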
Hsp90 Hop PPI: qHTS Assay for Disrupters of an Hsp90 Co-Chaperone Interaction; Hsp90 C-terminal peptide / TPR2A (Hop) interaction, human; AlphaScreen TPR2A-His6 binding biotin-Hsp90 C-terminal peptide; Potency, µM (top dose mostly 57 µM), without a hit: top-dose activity change, negative = inhibition; 0.44% of 71,000 active; active means well fitted curve in either direction with a large enough effect; inconclusive means small, poorly fitted or top-dose-only effect, or another doubt; further: potency means the concentration at half of the fitted maximal effect; on the % scale 0 is the no-effect control and ±100 the full control effect; many of its hits are not listed in these tables
Epigenetic mod: qHTS Assay for Epigenetic Modulators. mouse C127i GFP locus derepression, cytometry, 30 h. Potency, µM (doses to about 46.1 µM), without a hit: top-dose GFP derepression (activation). 0.09% of 68,000 active. AID 597, 2007; further: % of control where 0% means no effect
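Read-out is the number of GFP-positive cells, scored as fluorescent objects 20 to 120 um wide, reflecting derepression of a silenced CMV-GFP reporter in murine C127i cells after 30 h compound exposure at 37 C.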
HADH2 inh: qHTS Assay for Inhibitors of HADH2 (Hydroxyacyl-Coenzyme A Dehydrogenase, Type II). recombinant HADH2, NADH fluorescence, beta-hydroxybutyryl-CoA. 3.4% of 73,000 active. 3-hydroxyacyl-CoA dehydrogenase type-2 (Homo sapiens), Q99714. Potency, µM (series often up to 57.1 µM), without a hit: at the highest dose activity change, negative = inhibition, most hits filed as inhibitors; further: potency means the concentration at half of the fitted maximal effect; on the % scale 0 is the no-effect control and ±100 the full control effect; nearly all actives have a fitted effect of over 60% in size; many of its hits are not listed in these tables
Target sequence (Q99714 whole entry, looked up, one chain of several): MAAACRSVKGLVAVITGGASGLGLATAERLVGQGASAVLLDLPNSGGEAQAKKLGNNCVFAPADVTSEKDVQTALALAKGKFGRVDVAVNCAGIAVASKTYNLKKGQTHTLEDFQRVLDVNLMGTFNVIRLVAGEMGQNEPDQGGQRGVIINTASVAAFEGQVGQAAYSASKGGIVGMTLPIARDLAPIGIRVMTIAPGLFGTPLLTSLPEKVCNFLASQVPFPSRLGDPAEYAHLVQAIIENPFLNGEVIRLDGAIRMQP
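20 nM HADH2 + cpd, 15 min RT; add 1 mM NAD+/90 uM beta-hydroxybutyryl-CoA; kinetic fluorescence 360/450 nm, 4 min. Tris-HCl pH 9.0, 0.01% Tween-20.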
Fluorescein fluor: qHTS Assay for Spectroscopic Profiling in Fluorescein Spectral Region; Compound autofluorescence, 480/540 nm, fluorescein-equivalent; active compounds read high; max fluorescein-equivalent concentration, M; 0.91% of 59,000 active; AID 593, 2007; in the data active means max fluorescein-equivalent concentration above about 10 nM; inconclusive means between about 1.1 nM and that limit
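Compounds were pin-transferred into 100 mM Tris buffer, pH 8.0, and incubated 15 min at room temperature. Fluorescence was read at 480 nm excitation/540 nm emission. Signals were normalized to an on-plate six-point fluorescein standard curve as dye-equivalent concentration.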
* marks the source's active call; other numbers are inactive results; i = inactive; ? = inconclusive; / = no result given; [ ] = remark or other dose. Unless noted, the call rests on the fitted dose curve; in most records, active means well fitted curve in the direction sought with a large enough effect; inconclusive means small, poorly fitted or top-dose-only effect, or another doubt; inactive means no such curve, though single readings can be large; an effect the other way counts as inactive or inconclusive. This is a subset; the hit share may differ from the screen's.

| canonical_smiles | Epigenetic mod | Ub-GFP proteasome | Pol III holo inh | Fluorescein fluor | 15-hLO inh | Hsp90 Hop PPI | Rhodamine fluor | HADH2 inh | HBB splicing | TexasRed autofl | 4MU fluor |
| --- | --- | --- | --- | --- | --- | --- | --- | --- | --- | --- | --- |
| CCN(CCCNC(=O)CNC(=O)Cn1cnc2ccccc2c1=O)c1ccccc1 | 4% | -11% | -8% | i | 7% | -2% | i | -2% | -0.1% | i | i |
| Cc1cc(-c2nc3ccccc3o2)c2ccccc2n1 | 6% | -2% | -7% | i | -25% | -17% | i | -7% | -1.3% | ? | ? |
| N[C@H](C(=O)O)[C@@H](O)c1cnc[nH]1 | -2%[9.22 µM] | -3%[9.17 µM] | -5%[11.4 µM] | i | 9%[11.4 µM] | -11%[11 µM] | i | -2%[11.4 µM] | 3.8%[9.22 µM] | i | i |
| O=C(CC12CC3CC(CC(C3)C1)C2)N1CCOCC1 | 0% | 12% | -6% | / | 0% | 2% | / | 0% | -2.3% | / | / |
| Cc1c(N(C(=O)Nc2ccccc2)C2=NCC(C)S2)c(=O)n(-c2ccccc2)n1C (stereo unspecified) | -2% | 0% | -4% | i | 8% | -1% | i | 10% | 0.0%[57.5 µM] | ? | i |
| Cc1cccc(NC(=O)c2ccccc2OCC(=O)N2CCOCC2)c1C | 6% | -7% | 0% | ? | -1% | -2% | i | 2% | 2.8% | ? | i |
| O=C(Nc1cccnc1)c1ccc(Oc2ccccc2)cc1 | 0% | -3% | -9% | i | -1% | -1% | i | 0% | -0.8% | ? | i |
| COc1ccccc1NC(=O)Cn1cnc2sc(C(=O)NCc3ccco3)c(C)c2c1=O | 2% | 5% | -4% | i | -1% | 2% | i | ? | -0.6% | ? | i |
| CCOC(=O)Cc1csc(NS(=O)(=O)c2ccc3c4c(cccc24)C(=O)N3CC)n1 | -1% | -1% | -8% | ? | 7% | 2% | i | -9% | -8.5% | i | ? |
| COCCN(CCOC)c1nc(C)nc2c1nc(-c1ccccc1)n2CCN1CCOCC1 | / | 4% | -14% | / | 4% | -3% | / | 20% | -0.9% | / | / |
| COc1ccc(NS(=O)(=O)Cc2ccccc2Cl)cn1 | 0% | -5% | -7% | i | 1% | -3% | i | 17% | -0.2% | i | i |
| CN(C)S(=O)(=O)c1cccc(-c2cn3ccccc3n2)c1 | 0% | / | 6% | i | 6% | -2% | i | 9% | -0.2%[0.369 µM] | ? | i |
| C[C@H](N)[C@H](O)c1cccc(O)c1 | 13%[20.6 µM] | -3%[20.5 µM] | -9%[25.6 µM] | ? | 7%[25.6 µM] | -1%[26 µM] | i | -2%[25.6 µM] | 0.5%[20.6 µM] | i | i |
| Cc1onc(-c2ccccc2)c1C(=O)Nc1ccc(-c2nnc3n2CCCCC3)cc1 | 0% | -4% | -4% | i | 0% | 1% | i | 12% | -0.3%[57.5 µM] | i | i |
| Cc1ccc(NC(=O)CSCc2c(C)noc2C)cc1C | -3% | 2% | -5% | i | 6% | 1% | i | 7% | -0.4%[57.5 µM] | ? | i |
| CCC(=O)Nc1nnc(SCC(=O)Nc2ccc(F)cc2)s1 | 1% | -4% | -16% | i | -4% | 0% | i | -10% | -2.1% | ? | i |
| CC1(C)Cc2c(sc3nc(SCC(=O)N4CCOCC4)nc(N)c23)CO1 | 3% | 4% | 1% | i | -23% | -5% | i | 3% | -1.2% | i | i |
| CCCCCCCCCCCCCCCCCC(=O)O[C@H](CC(=O)O)C[N+](C)(C)C | -1% | -2% | -4% | ? | 13% | -11% | i | 3% | 3.3% | i | i |
| CCCc1ccc(OCC(O)CN2CCN(c3ccccc3)CC2)cc1 (stereo unspecified) | 0% | -3% | 2% | ? | ? | -6% | i | 19% | -2.7% | i | i |
| Cc1ccc(Cn2ccc(NC(=O)c3cc(-c4ccc(Br)cc4)on3)n2)cc1 | -2% | -8% | 1% | i | -4% | -2% | i | 18% | -0.1% | i | i |
| Cc1c(O)ccc2c3c(c(=O)oc12)CCC(C)C3 (stereo unspecified) | -3% | -2% | -4% | i | -26% | -4% | i | 25µM* | -0.5% | i | 8.6e-07M* |
| CCN(CC)CC#CC(C)OCOCC#CCOC (stereo unspecified) | -2% | 9%[9.17 µM] | ? | / | 0%[11.4 µM] | -8%[11 µM] | / | -4%[11.4 µM] | 0.3%[0.0738 µM] | / | / |
| NS(=O)(=O)c1cc([C@@]2(O)NC(=O)c3ccccc32)ccc1Cl | 2%[20.6 µM] | 19%[20.5 µM] | -7%[25.6 µM] | i | -5%[25.6 µM] | 3%[26 µM] | i | -1%[25.6 µM] | -0.2%[20.6 µM] | ? | i |
| Fc1cccc(CSc2ncnc3c2oc2ccccc23)c1 | -3% | 5% | -4% | i | -17% | -1% | i | -11% | -0.1% | i | i |
| O=C(CSc1nc(-c2ccco2)cc(C(F)(F)F)n1)N1CCCc2ccccc21 | 0% | -2% | -2% | ? | -13% | -3% | i | 9% | -0.7% | i | i |
| Cc1ccc(C)n1NC(=O)c1ccccc1Cl | -4% | 2% | -4% | i | -11% | -3% | i | 3% | -0.1% | i | i |
| CCOC(=O)c1ccccc1NC(=O)COC | 0% | -2% | -9% | i | 1% | 10% | i | 2% | -1.4% | i | i |
| CCOC(=O)C1(Cc2ccc(O)cc2)NC(c2ccccc2F)C2C(=O)N(C)C(=O)C21 (stereo unspecified) | -1% | 1% | -3% | i | 0% | -6% | i | 4% | / | ? | i |
| CC1(C)CC(=O)C2=C(C1)N1CCCCC1CC2=O (stereo unspecified) | 0% | -6% | -4% | 1.5e-08M* | 2% | 8% | i | -6% | -1.6% | i | i |
| NC(=O)CSc1ccc(Br)cc1 | 0% | 0% | 6% | i | 8% | 1% | i | -20% | -0.9% | i | i |
| COc1ccc(-c2nnc3n2N=C(c2ccccc2)CS3)cc1OC | 0% | 5% | -17% | ? | 8% | -2% | i | 7% | -2.1% | i | i |
| CC(O)CCc1nc2ccc(C(=O)O)cc2[nH]1 (stereo unspecified) | 6% | 2% | ? | i | 0% | -13% | i | 5% | 0.0%[57.5 µM] | i | i |
| Cc1nnc(SCC(=O)Nc2nccs2)s1 | -1% | -4% | 1% | ? | -1% | -5% | i | -5% | -2.2% | i | i |
| CCOC(=O)CSc1nnc(C)c(=O)[nH]1 | 5%[20.6 µM] | / | / | i | / | / | i | / | / | i | i |
| COC(=O)C(F)(F)Sc1c(C)[nH]c2ccccc12 | 17% | 10% | -9% | i | -15% | 0% | i | ? | -0.3% | i | i |
| Cc1cc2c(c(=O)n1Cc1ccco1)C(c1cccnc1)C(C#N)=C(N)O2 (stereo unspecified) | -2% | / | -8% | i | 24% | -3% | i | -4% | -1.2%[0.369 µM] | i | i |
| COc1ccc(C2=NOC(C(=O)N3CCCCCC3)C2)cc1OC (stereo unspecified) | 2% | -3% | -6% | i | 8% | -4% | i | 6% | 6.0% | i | i |
| CCC(C)[C@H](NC(=O)NCc1ccccc1)C(=O)O (stereo partly specified) | 0% | 18% | 2% | i | -1% | 3% | i | 10% | 0.7%[1.84 µM] | i | i |
| Nn1c(-c2cccs2)nc2sc3c(c2c1=O)CCCC3 | 2% | 3% | -5% | ? | -20% | ? | i | ? | -0.7% | i | 3.8e-07M* |
| COCC(=O)N1CCC2(CC1)CN(c1cccc(-c3ccccc3)c1)C2 | 2%[9.22 µM] | 0% | -3% | i | -8% | -13% | i | -9% | -0.8% | i | i |
| COc1ccc(CNC(=O)c2c(O)c3cccc4c3n(c2=O)CCC4)cc1 | 0% | 0% | -1% | i | -11% | 0% | i | 6% | 3.0% | i | 1.1e-08M* |
| COc1cc(C(=O)Nc2cccc(-c3nc4cc(C)ccc4o3)c2C)cc(OC)c1OC | -1% | -4% | -6% | / | 0% | -4% | / | -9% | -2.2% | / | / |
| O=C(NCN1CCCCC1)c1cccnc1 | -3% | -5% | -17% | ? | 3% | -1% | i | -14% | -2.9% | i | i |
| Cn1cccc1C(=O)N1CCC2(CCN(Cc3nccs3)CC2)CC1 | -2%[9.22 µM] | 8% | -1% | ? | -1% | -8% | i | 7% | 2.5% | i | i |
